High-throughput results: PubChem BioAssay, The Scripps Research Institute Molecular Screening Center
GalR3 antag = GalR3 antagonists in HEK293 cells, primary screen, cell-based, fluorescence readout | HEK293 GalR3-CNG cAMP membrane potential fluorescence; galR3 body fused to GalR1 C-terminus | 0.44% of 360,000 active | Galanin receptor type 3 (Homo sapiens), O60755 | inhibition, % at 3 µM;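 active = inhibition above the screen-wide average plus 3 SD, cut at about 13% in these data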;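 also: forskolin and galanin both at EC90 stimulate the cells; cAMP rise reported by CNG channel membrane potential dye signal; 0% = forskolin plus galanin with DMSO and 100% = forskolin alone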
Target sequence (O60755 1-299 limits assumed): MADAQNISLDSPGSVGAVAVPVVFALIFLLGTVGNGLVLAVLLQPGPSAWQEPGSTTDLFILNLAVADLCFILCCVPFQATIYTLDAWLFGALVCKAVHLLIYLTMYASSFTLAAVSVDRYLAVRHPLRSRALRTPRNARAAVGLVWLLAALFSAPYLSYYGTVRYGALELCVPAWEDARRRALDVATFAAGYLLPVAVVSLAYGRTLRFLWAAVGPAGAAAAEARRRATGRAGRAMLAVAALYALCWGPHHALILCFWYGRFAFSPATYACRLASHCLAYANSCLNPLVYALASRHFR
* = called active by the depositor; & = joins results of further samples. Only part of the results is shown; count on the stated rates, not on these rows.

SMILES	GalR3 antag
Cc1ccc(Cc2c(-c3ccco3)nc3ccc(C)cn23)cc1	-2
CC(=O)Nc1cccc(-c2cc(N3CCN(CCO)CC3)n3nccc3n2)c1	-4
COC(=O)C1=C(C)N(Cc2ccccc2C(F)(F)F)C(=NCc2ccccc2C(F)(F)F)NC1c1ccc(Cl)cc1 (stereo unspecified)	-6
CC(C)NC(=O)C1(C)CN(S(C)(=O)=O)CC(=O)N1Cc1cccc(C(F)(F)F)c1 (stereo unspecified)	-4
OC(CSc1ccccc1)CN1CCN(c2ccccc2)CC1 (stereo unspecified)	-6
O=C(c1nc2ccc(Cl)cn2c1CN1CCC[C@H]1CO)N1CCc2ccccc2C1	-1
CCCC1OC(c2ccco2)OCC1CC (stereo unspecified)	-4
Cc1cc2c(cc1C)-n1nnnc1C(N1CCN(c3ncccc3C#N)CC1)C(=O)N2 (stereo unspecified)	-6
CCCc1nc2nc(C)c(NS(=O)(=O)c3ccc(C)c(C)c3)c(=O)n2[nH]1	7
COC(=O)C1(C(=O)OC)C[C@H](c2ccc(OC)cc2)N(Cc2ccccc2OC)[C@@H]1c1cccs1	1&-4
COc1ccccc1CNc1nc2cc(-c3sccc3C)sc2c(=O)n1C	-9
O=C(N[C@@H]1CC[C@H](CCn2cc(-c3ccccn3)nn2)O[C@@H]1CO)c1ccncc1	-6

Structures from the list above with an aryl methoxy group, in the order listed:
SMILES	GalR3 antag
COC(=O)C1(C(=O)OC)C[C@H](c2ccc(OC)cc2)N(Cc2ccccc2OC)[C@@H]1c1cccs1	1&-4
COc1ccccc1CNc1nc2cc(-c3sccc3C)sc2c(=O)n1C	-9

The listing continues.
SMILES	GalR3 antag
C[C@@H](NC(=O)Cn1cnc2c(NCc3ccccc3)ncnc21)c1cccc2ccccc12	-6
C[C@H]1NS(=O)(=O)c2cccc(Cl)c2O[C@@H]1c1ccccc1	-6
COc1ccc(C(=O)c2ccccc2C(=O)c2ccccc2)cc1	-5
COC(=O)C1(C(=O)OC)C2CCCCC2N(S(=O)(=O)c2ccc(C)cc2)[C@@H]1CC(C)=O (stereo partly specified)	-3
CCOC(=O)[C@]12CCC=C1N(Cc1ccc3c(c1)OCO3)C(=O)[C@H](CC(=O)NCCCN1CCCC1=O)C2	-4
CC1(c2cccc(Br)c2)NC(=O)N(CC(=O)NCCC2=CCCCC2)C1=O (stereo unspecified)	-8
C[C@H]1CN([C@@H](C)CO)C(=O)CCCn2nncc2CO[C@H]1CN(C)C(=O)Nc1ccnc(N2CCOCC2)c1	2
Cc1ccc(S(=O)(=O)N2CCC(C(=O)OCC(=O)N(Cc3ccccc3)C(C)C)CC2)cc1C	-3
O=C(Nc1ccccc1)SC1CCCCC1	-7
CC1NC(=O)c2cccnc2-n2c1nc1ccccc1c2=O (stereo unspecified)	-6
CCCC#Cc1ccc2c(c1)O[C@@H](CN(C)Cc1ccc3c(c1)OCO3)[C@H](C)CN([C@@H](C)CO)S2(=O)=O	-6
COc1cc(OC)c(C(=O)NNC(=O)c2ccc(NS(=O)(=O)c3cccs3)cc2)cc1OC	-4
COc1cc(OC)cc(-c2noc(-c3csc([C@@H]4C[C@H](O)[C@@H](CO)O4)n3)n2)c1	-5
CCOC(=O)C1=CCC(c2ccc([N+](=O)[O-])cc2)N(S(=O)(=O)c2ccc(C)cc2)C1 (stereo unspecified)	-5
CC1=C(C(=O)N(C(C)C)C(C)C)CC(CC(=O)NC2CC2)C(=O)N1Cc1ccc(F)cc1 (stereo unspecified)	-6
Cc1ccc(S(=O)(=O)N2CCCCC2)cc1C(=O)OC(C)C(=O)NCC1CCCCC1 (stereo unspecified)	-3
CC(C)N(C)C1=CC(=O)C(N(C)C(C)C)=CC1=O	-4
C[C@@H]1CN([C@@H](C)CO)C(=O)c2cc(N(C)C)ccc2O[C@@H](C)CCCCO[C@@H]1CN(C)Cc1ccc2c(c1)OCO2	-6
O=C1Nc2ccc(Br)cc2/C1=C/C(=O)c1ccccc1	-3
OC[C@@H]1CN(Cc2ccncc2)C[C@H](n2cnc3c(N4CCOCC4)ncnc32)O1	-7
Cc1noc(C)c1NC(=O)N(C)C[C@@H]1OCc2ccccc2-c2c(n(C)c3ccccc23)C(=O)N([C@H](C)CO)C[C@H]1C	-3
CCN1C=C(C(C)=O)C(=O)CC1	-3
CCOC(=O)c1cc2c(c(CCO)n1)[C@H](CCO)N(S(=O)C(C)(C)C)C2 (stereo partly specified)	-2
CC1(C(=O)O)CCN1C(=O)c1cccc(C(F)(F)F)c1 (stereo unspecified)	-6
CCOc1ccc(CCNC(=O)COC(=O)CSc2ccc(C)cc2)cc1OCC	-3
CC(=O)Oc1ccc(Cn2c(C)c(C(=O)NCc3ccc4c(c3)OCCO4)sc2=O)cc1	-3
CCCCS(=O)(=O)N1CCCc2nc(CC)c(CC)cc21	-5
Cc1c(Cl)cnc(NC(=O)COC(=O)/C=C/c2ccco2)c1Cl	0
COc1ccc(NC(=O)C2(C)CCN2Cc2ccc3ccccc3c2)cc1OC (stereo unspecified)	-6
O=[N+]([O-])c1ccc2[nH]c(=S)sc2c1	-4
Cc1onc(-c2c(F)cccc2Cl)c1C(=O)OCC(=O)Nc1cccc(S(=O)(=O)N(C)C)c1	2
COc1cc2c3nc4n(c(=O)c3n(CC(=O)N3CCCC3)c2cc1OC)CCS4	-5
CN(CC(=O)Nc1cc(C(F)(F)F)ccc1-n1cncn1)Cc1ccccc1N1CCOCC1	-2
Cc1ccc(Cc2c(-c3ccccc3)nc3cc(C)ccn23)cc1	-5
O=C1OCC/C1=C\NCCCN/C=C1\CCOC1=O	0
COc1ccccc1-c1csc(C(NC(C)=O)c2cccc(F)c2)n1 (stereo unspecified)	-6

Exported with each value named: entries from further up
> Cc1onc(-c2c(F)cccc2Cl)c1C(=O)OCC(=O)Nc1cccc(S(=O)(=O)N(C)C)c1
  GalR3 antag: 2
> COc1cc2c3nc4n(c(=O)c3n(CC(=O)N3CCCC3)c2cc1OC)CCS4
  GalR3 antag: -5

Gathered by group: those above containing two or more sulfur atoms
SMILES	GalR3 antag
COc1ccccc1CNc1nc2cc(-c3sccc3C)sc2c(=O)n1C	-9
COc1cc(OC)c(C(=O)NNC(=O)c2ccc(NS(=O)(=O)c3cccs3)cc2)cc1OC	-4
O=[N+]([O-])c1ccc2[nH]c(=S)sc2c1	-4

The results go on.
SMILES	GalR3 antag
CCc1c(-c2ccc(Cl)cc2)ncn1Cc1cccc(-c2ccccc2)c1	-6
C[C@H]1CN([C@@H](C)CO)C(=O)CCCn2nncc2CO[C@@H]1CN(C)Cc1ccc2c(c1)OCCO2	-4
CCC[C@H]1CN(c2ccccc2)C(=O)[C@@H]1CC(=O)NC	-6
Cc1ccccc1C(=O)NNS(=O)(=O)c1ccc(F)cc1	-2
Cc1ncnc(N)c1CCCNc1ccccc1	-3
COc1ccc(C2=Nc3ccccc3N(C(=O)c3ccc4ncccc4c3)C2C(=O)NC2CCCC2)cc1 (stereo unspecified)	-3
O=C(O)C1C2OC(C(Br)C2Br)C1C(=O)O (stereo unspecified)	-4
OC(c1ccccc1)(c1nc(-c2ccc(Cl)cc2)cs1)C(F)(F)F (stereo unspecified)	-2
COC(=O)[C@]12CCCCC=C1N(Cc1cccc3ccccc13)C(=O)[C@H](CC(=O)NCc1ccc(C)o1)C2	-7
CC(=O)NC(c1ccccc1)c1nc(-c2cc3ccccc3o2)cs1 (stereo unspecified)	-5
CCCCNc1c(-c2ccc(SC(C)CC)cc2)nc2ccc(Cl)cn12 (stereo unspecified)	-4
N#Cc1ccc(COC(=O)C2CC(=O)N(CCc3ccccc3)C2)cc1 (stereo unspecified)	-2
Cc1ccc2nc(-c3ccc(F)cc3)c(Cc3ccsc3)n2c1	-3
COC(=O)[C@]1(CC(C)C)NC=C(C(=O)c2ccccc2)[C@@H]1c1cccs1	-6
O=C(Nc1cccc(C(=O)N2CCCCC2)c1)C1CCCCC1	-5
C[C@@H]1CN([C@@H](C)CO)C(=O)c2cc(C#CCN(C)C)cnc2O[C@H]1CN(C)Cc1ccc2c(c1)OCO2	-3
CC1(c2ccc3ccccc3c2)CCC(=O)O1 (stereo unspecified)	-4
O=C(Nc1cccc2c1CCCC2)c1cc(C2CCCCN2S(=O)(=O)c2cccs2)on1 (stereo unspecified)	-4
Cc1cccc(C)c1-n1nnnc1C(c1ccnc2ccccc12)N1CCN(C/C=C/c2ccccc2)CC1 (stereo unspecified)	-9
O=C(Cc1ccccc1)NCC(=O)N1CCN(c2ccc(F)cc2)CC1	-4
COc1ccc(C(=O)Nc2ccc3c(c2)OCO3)cc1S(=O)(=O)N1CCOCC1	-5
COC(=O)[C@]12C[C@H](CC(=O)N3CCCCC3)C(=O)N(Cc3ccccc3)C1=C[C@H](C(C)(C)C)O[C@@H]2C	-1
COc1cc2c(cc1OC)C(c1ccccc1[N+](=O)[O-])=NCC2	-9
Cc1ccc(C(=O)Nc2ccccc2C(=O)N2CC(C)OC(C)C2)cc1 (stereo unspecified)	2

Another view of some results above:
molecule,GalR3 antag
C[C@@H]1CN([C@@H](C)CO)C(=O)c2cc(C#CCN(C)C)cnc2O[C@H]1CN(C)Cc1ccc2c(c1)OCO2,-3
CC1(c2ccc3ccccc3c2)CCC(=O)O1 (stereo unspecified),-4
O=C(Nc1cccc2c1CCCC2)c1cc(C2CCCCN2S(=O)(=O)c2cccs2)on1 (stereo unspecified),-4
Cc1cccc(C)c1-n1nnnc1C(c1ccnc2ccccc12)N1CCN(C/C=C/c2ccccc2)CC1 (stereo unspecified),-9
O=C(Cc1ccccc1)NCC(=O)N1CCN(c2ccc(F)cc2)CC1,-4

New compounds follow:
SMILES	GalR3 antag
CC1(C)C(=O)Nc2ccccc2N1C(=O)COC(=O)c1cc(S(C)(=O)=O)ccc1Cl	0
O=C(COC(=O)CC1SC(N2CCCC2)=NC1=O)Nc1ccc(Br)cc1 (stereo unspecified)	-4
Cc1cc(C(=O)N2CCCC(C)(C(=O)NS(=O)(=O)C3CC3)C2)n(C(C)(C)C)n1 (stereo unspecified)	-8
O=C(CNc1cccc(S(=O)(=O)N2CCCCC2)c1)Nc1ccc(C(F)(F)F)cc1	-5
COC(=O)c1ccc(N)c2c(N)ccc(C(=O)OC)c12	-8
CC(C)CN1Cc2ccccc2Oc2cc(Br)ccc2S1(=O)=O	-5
Cc1cc(C(=O)N2CCC2(C)C(=O)O)nn1C(C)(C)C (stereo unspecified)	-8
O=C(Nc1nc(OCCN2CCCC2=O)cnc1/C=C\c1ccccc1)c1cc2ccccc2s1	-9
CCOC(=O)c1c(N/C=C(\C#N)c2nc(-c3ccc(OC(C)=O)cc3)cs2)sc2c1CCC2	-4
O=C(Nc1ccc2ccccc2c1)c1ccccc1Cl	-6
Cc1ccc(-n2c(SCC(=O)O)nc3sc4c(c3c2=O)CC(C)(C)SC4)cc1	-4
Cc1cc(C)n2nc(SC(C)C(=O)N3CCOCC3)nc2n1 (stereo unspecified)	-1
COc1ccc(S(=O)(=O)N2CCc3ccccc32)cc1C(=O)Nc1cc(S(C)(=O)=O)ccc1Cl	-3
CCCc1nc2c3ccccc3ccn2c1Cc1ccccc1OC	-5
O=C(Nc1ccc(F)c(Cl)c1)C1Cc2c(-c3ccc(Cl)cc3)ccnc2O1 (stereo unspecified)	-2
CC(C)Oc1ccccc1OC1(C)CCN(Cc2ccc(OC(F)(F)F)cc2)C1 (stereo unspecified)	-8
Nc1cc2c(cc1Br)-c1ccccc1C2=NO	-7
COc1ccc(-c2csc(C(C)(O)c3ccncc3)n2)cc1OC (stereo unspecified)	-6
C[C@H](CO)N1C[C@H](C)[C@@H](CN(C)C(=O)c2cccnc2)Oc2ncc(Br)cc2C1=O	1
CSc1ccccc1NC(=O)CN(C)C(=O)CNC(=O)c1ccc(Oc2ccccc2)cc1	-4
COC(=O)C1=C(C)N(Cc2cccc(C(F)(F)F)c2)C(=NCC2CC2)NC1c1ccccc1C(F)(F)F (stereo unspecified)	-8
OC1(C#Cc2c(-c3ccsc3)sc3ccccc23)CCCCC1	0
CCNC(=O)C1(C)CCCN(C(=O)c2ccc3ccccc3n2)C1 (stereo unspecified)	-5
Cc1ccc([C@H]2C[C@@H](O)[C@H](n3cc(-c4ccc(F)cc4)nn3)CN2Cc2cccs2)cc1	-4
O=C(COC(=O)c1cccc(-n2cnnn2)c1)c1ccc(F)c(F)c1	-5
COc1cccc(NC(=O)C2(C)CCN2Cc2ccccc2Cl)c1 (stereo unspecified)	-4
COc1ccc(CCN2CC(C(=O)NCc3cn(C)nc3C)CCC2=O)cc1 (stereo unspecified)	-2
O=S1(=O)CC(N2CC=CC2)CN1Cc1ccc(F)cc1 (stereo unspecified)	2
CC1(C(=O)N2CCN(C(=O)c3ccco3)CC2)CCN1Cc1ccccc1OC(F)F (stereo unspecified)	-6
C[C@H](N)C(=O)NC[C@H]1O[C@@H](n2cnc3c(N)ncnc32)[C@H](O)[C@@H]1O	0
OCCN1CCN(c2cc(-c3ccc4ccccc4c3)nc3ccnn23)CC1	-6
CCCCCCCCNS(=O)(=O)CCNC1CCCCC1	-8
CCOC1=NC(=C(c2ccccc2)c2ccccc2)OC1=O	-6
Cc1cccc(C)c1-n1nnnc1C(c1ccnc2ccccc12)N1CCN(CC(=O)NC(C)C)CC1 (stereo unspecified)	-2
CCc1ccc([C@H]2C[C@H]3[C@H]4C(=O)N(c5ccccc5)C(=O)[C@H]4CC(=O)[C@@H]3CN2S(=O)(=O)c2ccc(C)cc2)cc1	-4
COc1ccc(-c2ccc3c(n2)CCCN3S(=O)(=O)c2ccccc2C)cc1	-8
C[C@@H]1CN([C@@H](C)CO)C(=O)c2cc(Br)cnc2O[C@@H]1CN(C)C(=O)C1CCCCC1	-5
c1cc(-c2cc3c(o2)CCCC3OCCN2CCOCC2)cs1 (stereo unspecified)	-5
CCN(CC(=O)Nc1c(F)cccc1F)C(=O)c1ccc2c(c1)C(=O)N(c1ccccc1C)C2=O	3
CCN(CC)C(=O)[C@H]1C[C@H](CC(=O)NCc2ccc(OC)c(OC)c2)C(=O)N2CCc3c([nH]c4cc(-c5ccco5)ccc34)[C@]12C	2
